NPC1 prom act – activators of NPC1 promoter. Potency, µM (doses to about 9.22 µM), for inactives: at the highest dose activation, usual class: activators. Huh7 NPC1 promoter luciferase reporter, 24 h. AID 485313. 320,000 tested, 2.4% active;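 also: % of control where 0% means no effect; nearly all actives have a fitted effect of over 60% in size; reporter is driven by a mutant NPC1 promoter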
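Luminescence read-out of NPC1 promoter-driven luciferase in stably transfected Huh7 cells; compounds delivered in DMSO and left 24 h at 37C, 5% CO2, qHTS titration format.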
ELG1 genotox – inducers of genotoxicity in HEK293T ELG1-luciferase cells. HEK293T ELG1-luciferase reporter, luminescence, 16 h. Potency, µM (titrated, usually from 46 µM), inactives show at the highest dose activity change, positive = activation, most hits filed as activators. 330,000 tested, 1.3% active; also: % of control where 0% means no effect; nearly all actives have a fitted effect of over 60% in size
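After overnight (16 hr) compound treatment at 37 °C, ELG1-luciferase HEK293T cells were lysed with ONE-Glo; luminescence quantified 30 min later at room temperature.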
Gal4-VP16 FLuc – inhibits Gal4-VP16 luciferase reporter, ROR gamma counter-screen | Drosophila S2 Gal4-VP16 UAS-luciferase, luminescence, 20 h | Potency, µM (doses to about 53.6 µM), without a hit: at the top dose activity, negative = inhibition, actives largely listed as inhibitors | 310,000 tested, 3.5% active | AID 2546;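 also: Gal4-VP16 expression switched on by copper sulfate through the metallothionein promoter; % is scaled to controls: 0 for no effect and ±100 for the full control effect; nearly all actives have a fitted effect of over 50% in size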
RORg inh – inhibitors of mouse ROR gamma transcriptional activity; P51450; Drosophila S2 Gal4-RORgamma UAS-luciferase reporter, 20 h; Potency, µM (titrated, usually from 53.6 µM), for the others: top-dose activity change, negative = inhibition, actives largely listed as inhibitors; 310,000 tested, 5.4% active; also: % is scaled to controls: 0 for no effect and ±100 for the full control effect; nearly all actives have a fitted effect of over 60% in size
Target sequence (P51450 whole entry, looked up, the tested form may be a part): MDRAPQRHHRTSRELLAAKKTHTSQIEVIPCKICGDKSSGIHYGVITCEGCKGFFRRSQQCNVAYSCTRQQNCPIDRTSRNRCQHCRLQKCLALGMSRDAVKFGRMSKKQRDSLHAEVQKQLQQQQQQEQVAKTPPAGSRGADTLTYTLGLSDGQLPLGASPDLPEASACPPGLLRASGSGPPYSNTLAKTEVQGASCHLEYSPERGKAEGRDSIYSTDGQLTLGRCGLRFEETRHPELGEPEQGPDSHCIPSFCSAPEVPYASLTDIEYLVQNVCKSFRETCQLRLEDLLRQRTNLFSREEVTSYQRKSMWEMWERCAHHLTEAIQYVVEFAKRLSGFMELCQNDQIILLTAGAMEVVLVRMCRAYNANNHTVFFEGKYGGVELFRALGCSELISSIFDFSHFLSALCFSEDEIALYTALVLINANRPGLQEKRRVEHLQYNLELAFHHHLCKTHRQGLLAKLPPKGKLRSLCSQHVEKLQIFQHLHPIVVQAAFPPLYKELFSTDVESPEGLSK
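A Gal4/UAS one-hybrid system in insect cells: metallothionein-promoter Gal4–ROR gamma fusion plus Photinus luciferase reporter. Copper sulfate 700 uM final, 20 hr ambient incubation, luminescent detection after 10 min with reagent.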
MBNL1 CUG block – blocks human MBNL1 binding to CUG repeat RNA; AID 2675; 280,000 tested, 0.036% active; TR-FRET MBNL1-His/biotin-(CUG)12 binding, 665/545 ratio; Q9NR56; Potency, µM (titrated, usually from 57.5 µM), for the others: at the highest dose activity change, negative = inhibition, most hits filed as inhibitors; active = well fitted inhibition curve with a large enough effect in the signal ratio, with a control signal flat, not every such curve was filed as active; inconclusive = small, poorly fitted or top-dose-only effect, or effect the other way, or a change in a side signal; inactive = no such curve, though single readings can be large or run the other way; the % refers to the signal ratio; also: % is scaled to controls: 0 for no effect and ±100 for the full control effect
Target sequence (Q9NR56 whole entry, looked up): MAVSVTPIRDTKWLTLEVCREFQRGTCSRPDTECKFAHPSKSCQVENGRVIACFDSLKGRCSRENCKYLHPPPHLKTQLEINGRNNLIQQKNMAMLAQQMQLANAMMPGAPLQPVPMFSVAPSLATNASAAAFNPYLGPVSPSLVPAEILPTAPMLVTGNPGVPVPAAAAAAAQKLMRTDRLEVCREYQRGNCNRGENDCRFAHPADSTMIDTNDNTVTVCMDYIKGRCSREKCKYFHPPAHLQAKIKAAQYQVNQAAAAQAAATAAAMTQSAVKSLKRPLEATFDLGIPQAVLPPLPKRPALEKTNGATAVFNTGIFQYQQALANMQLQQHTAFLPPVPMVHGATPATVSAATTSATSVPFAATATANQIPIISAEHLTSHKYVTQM
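Compound titration spanned 92 nM–58 uM against the MBNL1-His/biotin-(CUG)12 complex. After 60 min at room temperature with 5 nM streptavidin-XL665 and 0.055 ng/ul terbium anti-His, ratiometric 665/545 nm emission (Ex 340 nm) normalized to controls.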
Rab9 prom act – activates the Rab9 promoter | Huh7 Rab9 promoter-luciferase reporter, luminescence, 24 h | Potency, µM (top dose mostly 9.22 µM), for inactives: at the top dose activation, negative = inhibition, hits mostly activators | 320,000 tested, 2.8% active; also: % of control where 0% means no effect; nearly all actives have a fitted effect of over 60% in size
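Stable Rab9-luc Huh7, 1500 cells/well, 2 h settle; cmpd in DMSO, 24 h, 37 °C/5% CO2; luciferase reagent 10 min RT; luminescence.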
BRCA1 expr up – increases BRCA1 expression; Potency, µM (doses to about 46.1 µM), inactives show top-dose activation, actives largely listed as activators; 380,000 tested, 1.1% active; MCF7-BRCA1-FFLuc reporter, luminescence, 48 h; response scale: scaled: vehicle 0%, 10 µM genistein 100%; also: nearly all actives have a fitted effect of over 80% in size; some results filed as inactive show a strong effect at the top dose
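MCF7 cells carrying a BRCA1-firefly luciferase reporter (2000 cells/well, phenol-red free MEM) were attached for 2 h at 37 °C, then given compounds for 48 h. Luminescence was read 15 min after luciferase reagent; activity normalized to genistein (10 microM) and DMSO.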
p53 reactivator – mutant p53 re-activation in reporter cells; H1299 p53-A138V BP100-luciferase reporter, luminescence, 24 h; 320,000 tested, 0.063% active; Potency, µM (series often up to 92.2 µM), inactives show at the top dose activity change, positive = activation, actives largely listed as activators; also: % of control where 0% means no effect; nearly all actives have a fitted effect of over 45% in size
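p53-null H1299 cells stably carrying temperature-sensitive p53-A138V and a BP100-luciferase reporter were pinned with compounds (4-point, 1:5 series) and held 24 hrs at 37 deg C. Luminescence was read 10 min after detection reagent.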
uPA surface inh – cell surface uPA generation inhibition. cell surface uPA generation assay, qHTS. Potency, µM (doses to about 38.3 µM), for the others: at the top dose activity change, negative = inhibition, hits mostly inhibitors. 330,000 tested, 0.31% active. AID 540303; active = well fitted inhibition curve with a large enough effect; inconclusive = small, poorly fitted or top-dose-only effect; inactive = no such curve, though single readings can be large or run the other way; tested in mouse RAW 264.7 cells; also: % is scaled to controls: 0 for no effect and ±100 for the full control effect; nearly all actives have a fitted effect of over 55% in size
FLuc modulator – counter-screen for miR-21 project: firefly luciferase inhibitors or activators. P08659. 360,000 tested, 6.9% active. Potency, µM (series often up to 57.5 µM), inactives show top-dose activity change, negative = inhibition, hits mostly inhibitors. purified FLuc, Km substrates, luminescence inhibition;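 also: plate controls were vehicle for no effect and reference inhibitor for full effect; nearly all actives have a fitted effect of over 55% in size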
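Purified P. pyralis luciferase (10nM final) with 10uM D-luciferin and 10uM ATP (Km levels) in 50mM Tris acetate pH 7.5, 10mM Mg acetate, 0.01% Tween-20, 0.05% BSA; qHTS 6-point titration, ~60 µM downward; luminescence read.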
An asterisk follows results filed as active; ? = inconclusive; . = not tested or not shown; [ ] = another dose, or the depositor's remark. Unless noted, calls follow the shape of the dose curve; as a rule, active = well fitted curve in the direction sought with a large enough effect; inconclusive = small, poorly fitted or top-dose-only effect, or another doubt; inactive = no such curve, though single readings can be large; an effect the other way counts as inactive or inconclusive. Potency is read from the fitted curve at half-maximal effect.

SMILES | NPC1 prom act | ELG1 genotox | Gal4-VP16 FLuc | RORg inh | MBNL1 CUG block | Rab9 prom act | BRCA1 expr up | p53 reactivator | uPA surface inh | FLuc modulator
CCSC1(SCC)N=C(N)C2(C#N)C(c3ccccc3)NC3=C(CCC3)C12C#N (stereo not drawn) | 6% | -3% | 2% | ? | 2% | 8% | -8% | 4% | -6% | -1%
COc1ccc(C)cc1NC(=O)C1CCCCN1S(=O)(=O)c1ccccc1 (stereo not drawn) | . | -3% | . | . | . | . | -15% | -5% | -11% | .
O=C(CCCc1cccs1)Nc1nc(-c2ccc(F)cc2)cs1 | -5% | 2% | -23% | 35%[10 µM] | . | -3% | 0% | 7% | 0% | 0%
O=C1CC(=Nc2ccccc2)NN1c1ccccc1 | -1% | -6% | -14% | 26% | -3% | 1% | -3% | -4% | -3% | 17µM*
CCC(C)(C)NC(=O)C(c1ccccc1)N(Cc1cccnc1)C(=O)c1csnn1 (stereo not drawn) | -6% | 0% | -5% | 1% | -2% | -1% | 8% | 6% | -1% | 2%
NCc1ccccc1CS(=O)(=O)N1CCOCC1 | . | 2% | . | . | . | . | 0% | -4% | -3% | .
O=C(CCC(=O)N/N=C/c1ccccc1O)NCc1ccccc1 | -1% | 15% | -24% | 20µM* | 0% | 1% | -15% | ? | -5% | -1%
CC(=O)c1cccc(S(=O)(=O)N2CCC(c3nc4ccccc4[nH]3)CC2)c1 | 2% | -8% | -14% | ? | -3% | 1% | -12% | -6% | -3% | -2%
CC(C)Cn1c(=O)c(C(=O)NCc2ccc3c(c2)OCO3)c(O)c2ccccc21 | -4% | -9% | ? | ? | 7% | -2%[1.84 µM] | -49% | 11% | 4% | 2%
CCCCS(=O)CC(O)COCC (stereo not drawn) | 3% | 3% | -2% | 1% | -9% | -1% | -27% | 0% | -14% | 0%
NC(=O)C1=C[C@H](c2ccc(C(F)(F)F)cc2)C[C@H](OCc2ccc(CO)cc2)O1 | -1% | 0% | -3% | 29% | 5% | 1% | 15% | -3% | -10% | -1%
O=c1cc(NS(=O)(=O)c2ccccc2)nc(SCc2ccc(Cl)cc2)[nH]1 | -1% | 23µM* | -12% | 14% | -9% | -8% | -26% | -5% | 23% | -1%
O=C(CN(Cc1ccccc1)C(=O)CCC(=O)Nc1ccccn1)NCCc1ccccc1 | -4% | -4% | 4% | 24% | 6% | 0% | -11% | 0% | -2% | -4%
Cc1cc(C)nc(N/C(=N\S(=O)(=O)Cc2ccccc2)Nc2ccc(F)c(Cl)c2)n1 | 9% | -1% | ? | -15% | -8% | -4% | -48% | -7% | -12% | 3%
O=C(Cn1nnc(-c2ccccc2Cl)n1)N/N=C/c1ccc(-c2cccc(Cl)c2)o1 | -3% | 3% | 6.3µM* | 7.1µM* | 7% | 1% | -26% | 21% | 9% | -1%
Cc1noc(C)c1NC(=O)Nc1cccc2c1O[C@H](CN(C)S(=O)(=O)c1c(C)noc1C)[C@@H](C)CN([C@H](C)CO)C2=O | . | 4% | . | . | . | . | 1% | -2% | 0% | .
CC1=C(C(=O)OCc2ccccc2)C(c2ccc(C#N)cc2)NC(=O)N1CCCC(=O)O (stereo not drawn) | -3% | 0% | -8% | -18% | -7% | -5% | -3% | 3% | 15% | 6%
NC(=O)c1ccc(-c2noc(-c3cccc(Cl)c3)n2)cc1 | 2.5µM* | ? | . | . | . | ? | ? | 27% | 6% | ?
COc1cc(OC)cc(C(=O)NC(=S)Nc2ccc3[nH]c(=O)[nH]c3c2)c1 | 1% | 5% | 2% | 3% | -2% | -2% | -2% | -6% | 3% | 3%
CCN(CC)c1ccc2cc(C(C)=O)c(=O)oc2c1 | 1% | ? | -4% | 25% | ? | 20% | 35% | ? | 2% | ?
C=CCOc1c(Cl)cc(C(=S)N2CCCC2)cc1OCC | -11% | 2% | ? | 13µM* | -2% | -4% | -55% | . | -9% | 3%
C=CCNc1nc(NCc2ccco2)nc(OCC)n1 | 0% | 1% | 1% | -20% | -4% | 11% | -11% | -1% | -4% | 3%
C=C(C)CN(CC)C(=O)CN1C(=O)NC(C)(c2ccc3ccccc3c2)C1=O (stereo not drawn) | -3% | -1% | 4% | -12% | 2% | -3% | -5% | 0% | -5% | 0%
CCCn1nc(C(=O)NCc2ccc3c(c2)OCO3)c2ccccc2c1=O | 8% | -6% | -7% | 22% | -1% | 25% | -21% | -3% | . | -7%
Cc1ccccc1COC(=O)CN1C(=O)NC2(CCCC2)C1=O | 7% | 1% | . | . | . | 1% | -14% | -11% | 0% | 3%
Cc1sc2ncn(CC(=O)NC3CCCCC3)c(=O)c2c1C | 1% | 1% | . | . | . | -4% | -5% | -7% | 15% | 2%
CCCNC(=O)CN(C)C(=O)c1n[nH]c2ccccc12 | 1% | 0% | -1% | -19% | 7% | -2% | 2% | -14% | 1% | -2%
Cc1nn(CC(=O)N2CCN(c3ccccc3)CC2)c(=O)c2ccccc12 | 1% | -4% | -11% | -34%[1.91 µM] | -3% | 5% | -3% | . | 4% | -2%
CN1CCN(C(=S)c2cn(Cc3ccc(Br)cc3)c3ccccc23)CC1 | -5% | 0% | -8% | 25µM* | 6% | 8% | -10% | -3% | ? | 4%
O=C(c1cc2cc([N+](=O)[O-])ccc2oc1=O)n1cccn1 | -4% | -2% | -7% | 7% | ? | 4µM* | 7% | 1% | 3% | -3%

Molecules listed so far with a furan ring, fused or not, in the order listed:
SMILES | NPC1 prom act | ELG1 genotox | Gal4-VP16 FLuc | RORg inh | MBNL1 CUG block | Rab9 prom act | BRCA1 expr up | p53 reactivator | uPA surface inh | FLuc modulator
O=C(Cn1nnc(-c2ccccc2Cl)n1)N/N=C/c1ccc(-c2cccc(Cl)c2)o1 | -3% | 3% | 6.3µM* | 7.1µM* | 7% | 1% | -26% | 21% | 9% | -1%
C=CCNc1nc(NCc2ccco2)nc(OCC)n1 | 0% | 1% | 1% | -20% | -4% | 11% | -11% | -1% | -4% | 3%

Next section
SMILES | NPC1 prom act | ELG1 genotox | Gal4-VP16 FLuc | RORg inh | MBNL1 CUG block | Rab9 prom act | BRCA1 expr up | p53 reactivator | uPA surface inh | FLuc modulator
O=C(N/N=C/c1cccc(O)c1)c1ccc(NC(=O)c2cccc([N+](=O)[O-])c2)cc1 | 1% | -5% | -26% | ? | ? | 20% | -31% | 1% | 9% | ?
CC1(C)CC[C@]2(C(=O)O)CC[C@]3(C)C(=CC[C@@H]4[C@@]5(C)CC[C@H](O)C(C)(C)[C@@H]5CC[C@]43C)[C@@H]2C1 | 1% | 0% | -1% | -20% | -7% | 0% | -4% | -3% | 11% | 0%
COCC(C)n1c(C)cc(C(=O)COC(=O)c2ccc3c(c2)NC(=O)CS3)c1C (stereo not drawn) | 1% | -4% | 0% | -2% | -4% | -1% | -20% | 2% | ? | ?
COCCOC(=O)C1=C(C)N=C2SCCC(=O)N2C1c1cccc(Br)c1 (stereo not drawn) | 1% | -1% | -1% | 21% | -6% | 7% | 9%[1.84 µM] | 10% | 1% | -2%
CC1(CCc2ccccc2)NC(=O)N(Cc2nnc(-c3ccccc3Br)o2)C1=O (stereo not drawn) | -2% | -7% | 0% | -8% | -10% | 0% | -29% | -6% | 4% | 1%
COc1ccccc1C1CC(c2ccccc2)=NN1C(=O)c1ccccc1 (stereo not drawn) | -1% | -8% | -4% | -7% | 2% | -1%[1.84 µM] | -41% | 0% | ? | -1%
CC(=O)C1C(c2ccc(Cl)cc2)c2c(noc2C)CC1(C)O (stereo not drawn) | -2% | 5% | 4% | 13% | -5% | -3% | 1% | -5% | -3% | -1%
CCOC(=O)N1CCN(C(=O)c2cc(COc3cccc(C(F)(F)F)c3)on2)CC1 | 3.2µM* | ? | 7% | ? | 15% | 2.8µM* | ? | ? | 9% | 15µM*
O=C(COc1cccnc1[N+](=O)[O-])Nc1cccc2ccccc12 | 1% | 2% | . | . | . | -1% | -41% | -12% | 3% | .
Cc1nc(SCC(=O)NCC(F)(F)F)c2c(-c3cccs3)csc2n1 | 2% | -7% | -2% | 19% | ? | -4% | -35% | 19% | 12% | 3%
Cc1ccc(C(O)CN2C3=NCCN3c3ccccc32)cc1 (stereo not drawn) | 15% | -8% | -13% | -17% | -8% | 11% | -32% | -6% | -12% | 3%
COc1cc(/C=N\NC(=O)c2nonc2N)c(OC)cc1Br | 2% | 6% | -3% | -6% | -14%[11.5 µM] | -5% | -11% | 14% | 7.9µM* | -2%
CCCCN(C)C(=O)C1CCC(CNS(=O)(=O)c2ccc3c(c2)CC(C)N3C(=O)C2CC2)CC1 (stereo not drawn) | -1% | -10% | ? | ? | 0% | -13% | -43% | . | ? | 0%
CCOC(=O)N1CCN(C(=O)C2CCN(Cc3nc(-c4ccccc4C)oc3C)CC2)CC1 | -1% | -2% | 3% | -12% | 2% | -10% | -19% | 7% | -20% | 1%
O=C(N/N=C/c1ccco1)c1ccc(Br)o1 | -3% | 3% | 1% | -15% | ? | -2% | -2% | 5% | 3% | -11%
COc1ccc(CCN(C)C2CCCN(C(=O)c3ccnn3C)C2)cc1OC (stereo not drawn) | 0% | 0% | -2% | -33% | -6% | 0% | -19% | ? | -1% | 0%
Cc1ccc(S(=O)(=O)c2cc3c(=O)n4ccccc4nc3n(C3CCCCC3)c2=N)cc1 | -3% | -3% | -11% | 2% | -4% | 0% | -5% | -4% | 4% | 3%

From PubChem
